TbREL1 inh: TbREL1 RNA ligase inhibitors, primary screen, biochemical, FRET fluorescence; RNA-editing ligase 1, mitochondrial (Trypanosoma brucei brucei), P86926; TbREL1 RNA ligation; inhibition, % at 9.66 µM; actives 0.49% (n = 89,000); AID 1117264, 2014;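 active = inhibition above the mean inhibition across all screened compounds plus 3 SD, cut at about 11% in these data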;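 also: 0% = plate median of test wells and 100% = NSC42067 control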
Target sequence (P86926 whole entry, looked up): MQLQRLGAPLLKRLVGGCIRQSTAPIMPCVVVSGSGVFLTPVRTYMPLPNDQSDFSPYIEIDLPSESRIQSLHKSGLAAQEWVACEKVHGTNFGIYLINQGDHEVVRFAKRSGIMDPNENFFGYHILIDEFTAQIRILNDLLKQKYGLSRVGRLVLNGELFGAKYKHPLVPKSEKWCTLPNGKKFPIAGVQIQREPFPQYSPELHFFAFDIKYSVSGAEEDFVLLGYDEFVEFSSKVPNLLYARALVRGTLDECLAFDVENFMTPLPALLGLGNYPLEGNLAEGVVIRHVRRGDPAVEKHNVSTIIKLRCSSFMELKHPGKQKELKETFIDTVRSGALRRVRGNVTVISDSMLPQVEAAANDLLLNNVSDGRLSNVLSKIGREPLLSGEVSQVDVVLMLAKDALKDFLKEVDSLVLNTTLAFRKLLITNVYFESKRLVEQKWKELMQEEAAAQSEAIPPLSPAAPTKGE
Starred values were filed as active, the others as inactive; & = joins results of further samples. A portion of the library; rates above refer to the full screens.

SMILES	TbREL1 inh
Cc1nc(-c2ccc(Cl)cc2)sc1C1(C)CC(c2ccccc2)=NO1 (stereo not drawn)	2
O=C(O)c1cc(=O)[nH]c2c(Cl)cccc12	1
Cc1onc(C(=O)N2CCN(C(c3ccccc3)c3ccccc3)CC2)c1[N+](=O)[O-]	3
CCCCCn1nnnc1C1(C)Cn2nccc2C(=O)N1Cc1ccco1 (stereo not drawn)	0
COC(=O)c1ccc(CNC(=O)Cn2cnc(C(=O)Nc3ccc(C)c(C)c3)n2)cc1	5
CSc1cccc(NS(=O)(=O)c2ccc3c(c2)oc(=O)n3C)c1	-3
CCOc1ccc(N)cc1OC	-7
CC(C)n1nnnc1SCC(=O)NCc1ccc2c(c1)OCO2	0
COc1cc(-c2noc(C)c2C(=O)NCCCN2CCOCC2)cc(OC)c1OC	-2
Cc1ccc(N=Nc2ccc(O)c(/C=N\NC(=O)c3ccc(N)cc3)c2)cc1C	0
Cc1ccc(C)c(S(=O)(=O)NCC(c2ccco2)N2CCc3ccccc3C2)c1 (stereo not drawn)	0
O=C(Nc1ccc2c(c1)CCC2)C1CCN(c2c3c(nc4ncnn24)CCC3)CC1	1
COc1ccc2nc(C)cc(SCC(=O)NNC(=O)COc3cccc4ccccc34)c2c1	1
CCOc1cc(S(=O)(=O)NCC2OCCc3ccccc32)c(OCC)cc1-n1cnnn1 (stereo not drawn)	-1
Cc1ccc(NC(=O)CSc2ccc(-c3ccccn3)nn2)c(C)c1	6
CCN(c1ccccc1)S(=O)(=O)c1ccc(Cl)c(NC(=O)CN2C(=O)NC3(CCCC3)C2=O)c1	4
COc1ccc(-c2ccc(CN3C(CC(C)C)C(=O)N(Cc4cn(CC5CCCCC5)nn4)CCS3(=O)=O)cc2)cc1OC (stereo not drawn)	0
COc1cc(/C=C/C(=O)OCC(=O)NC(=O)NC23CC4CC(CC(C4)C2)C3)ccc1OCC#N	0
C[C@H]1CN([C@@H](C)CO)C(=O)CCCn2nncc2CO[C@@H]1CN(C)C(=O)c1ccc2ccn(C)c2c1	-1
CC(=O)c1cc2c(cc1NC(=O)CN(C)S(=O)(=O)c1cccs1)OCO2	2
O=C(NCc1ccccc1Cl)c1ccc(S(=O)(=O)N2CCCC2)cc1	0
N#Cc1ccccc1NC(=O)CC1c2ccccc2Oc2ccccc21	-1
O=C(Nc1cccc2ccccc12)C(=O)C1C(=O)Nc2ccccc21 (stereo not drawn)	1
O=C1C=C(c2cccc3c2Oc2ccccc2S3)C[C@@H](c2ccc(Cl)cc2)C1	1
COC(=O)[C@]12C[C@H](CC(=O)NCCC(C)C)C(=O)N(CCc3ccc(OC)c(OC)c3)C1=C[C@H](COCc1ccccc1)O[C@@H]2C	-2
O=C(Nc1ncnc2sc3c(c12)CCCCC3)c1ccc(F)cc1	3
Cc1[nH]c2ccccc2c1CCN(Cc1cccs1)C(=O)Nc1cccc2c1OCO2	-8
Cn1c(SCC(=O)NCc2ccc3c(c2)OCO3)nc2c(c1=O)SCC2	-6
CCNC(=O)COC(=O)c1ccc(S(=O)(=O)N2CCCCCC2)cc1	-3
C/C(=N\NC(=O)CCn1nnc2ccccc21)c1ccco1	0
Cc1ccc(Oc2nsnc2N2CCOCC2)cc1	0
c1coc(CNCCCN2CCOCC2)c1	4
O=C(NNS(=O)(=O)c1ccccc1[N+](=O)[O-])c1cccc(Cl)c1	5
CCCCN(C(=O)c1cccc(-n2cnnn2)c1)c1c(N)n(CC(C)C)c(=O)[nH]c1=O	-3
C=CCn1c(SCc2cc(=O)n3ccsc3n2)nnc1C1CCCCC1	4
Cc1cc(-n2c(SCCC#N)nnc2-c2cccnc2)ccc1Cl	-2
CC(C)N(C(=O)[C@H]1C[C@H](CC(=O)NCc2ccco2)C(=O)N2CCc3c([nH]c4cc(CCC(=O)N(C)C)ccc34)[C@]12C)C(C)C	-3
CSc1nnc2c(n1)OC=Nc1ccc(Br)cc1-2	6
Cc1cc(=O)n(C)c(=O)n1CCCCCCOc1cccc([N+](=O)[O-])c1	-2
O=C(O)CCCC(=O)Nc1nc(-c2ccc(F)cc2)cs1	2
COc1ccc(C(C)NC(=O)c2ccc([N+](=O)[O-])cc2)cc1OC (stereo not drawn)	0
COc1ccc(NC(=O)CN(C)C(=O)COc2ccccc2Cc2ccccc2)cc1	-1
Fc1ccc2c(c1)[C@H]1OCC[C@H]1[C@@H](c1ccco1)N2	-1
CNC(=O)CN1C(=O)c2ccccc2S1(=O)=O	0
O=C(Nc1nc(-c2cccnc2)cs1)c1ccc(S(=O)(=O)N2CCOCC2)cc1	-1
CCNc1nc(C#N)nc2c1ncn2-c1cc(F)cc(F)c1	3
O=C(C[n+]1cccc(CO)c1)Nc1nc2ccccc2s1	9
CCCCN(CC)C(=O)c1cc2c(=O)[nH]c3ccc(C)cc3c2s1	-4
COc1ccc(-n2c(CCc3ccccc3)nnc2SCC(=O)c2ccc(Cl)cc2)cc1	0
O=C(O)c1ccccc1-c1ccccc1C(=O)Nc1cccc(Br)c1	11*
CCOC(=O)c1ccc(CNC(=O)C2CCCCC2C(=O)OCC(F)(F)F)o1 (stereo not drawn)	-1
COc1ccc([N+](=O)[O-])cc1NCC(=O)Nc1cccc(S(=O)(=O)N2CCCC2)c1	-1
O=c1c2c([nH]c3ccccc13)CCCCC2	0
COc1ccc(-c2csc(NC(=O)CSc3n[nH]c(N)n3)n2)cc1	-3
C=C(C)C(=O)Nc1cccc(C2=NOC3(C2)C[C@@H](C(N)=O)N(C(=O)[C@H]2CCC(=O)N2)C3)c1 (stereo partly drawn)	0
O=S(=O)(Nc1cccnc1)c1ccc(C2CCCCC2)cc1	1
COC(=O)c1sc(NC(=O)Cc2cccs2)nc1C	0
COc1ccc(C2=NN(C(=O)CN3CCCCC3)C(c3ccc(C)cc3)C2)cc1 (stereo not drawn)	-1
c1ccc(C2CC(c3cccs3)=NN2c2ccccc2)cc1 (stereo not drawn)	-3
Cc1ccc(-n2c(Cc3cccs3)nnc2SCC(=O)OC(C)C)cc1	4
The list goes on.
SMILES	TbREL1 inh
O=C(NCCOc1ccc(Cl)cc1)c1ccco1	2
CCN(CC)CC(O)COc1ccc2c(c1)OCO2 (stereo not drawn)	-2
CCC(CC)c1nnc(NC(=O)C2CCN(C(=O)c3ccco3)CC2)s1	3
CCCCC(=O)NC1(C(F)(F)F)C(=O)Nc2c1c(=O)[nH]c(=O)n2Cc1ccco1 (stereo not drawn)	2
O=C(C1CCC(C(=O)N2CCc3ccccc32)CC1)N1CCc2ccccc21 (stereo not drawn)	1
COC(=O)c1ccc(NC(=O)[C@H](C)NC(N)=O)cc1	3
CCC(C)n1nccc1NC(=O)C(C)OC(=O)c1cc2ccccc2[nH]1 (stereo not drawn)	-3
COc1cccc(N=Nc2c(N)[nH]n3c(=O)cc(-c4ccccc4)nc23)c1	1
CC(=O)Nc1ccc(C(=O)NNC(=O)CCCCC(=O)NNC(=O)c2ccc(NC(C)=O)cc2)cc1	1
CC(C)CN1C(=O)c2ccc(NC(=O)c3ccco3)cc2C1=O	8
OC(COc1ccc2ccccc2c1Cl)CN1CCOCC1 (stereo not drawn)	-3
O=C(N/N=C/c1cccc(Oc2ccccc2)c1)c1cccc(O)c1	-1
Cc1cc(C)c2ccc3c(C)c(C)n(C)c3c2n1	-3
CCCC(C(=O)NC1CCCC1)N(C(=O)c1snc(C(N)=O)c1N)c1ccc(OCC)cc1 (stereo not drawn)	-1
O=C(CSc1nnc2scc(-c3ccccc3)n12)N1CCN(Cc2ccccc2)CC1	5
COC(=O)c1cc(C(=O)c2ccc(Cl)cc2Cl)cn1C	0
CCC[C@H]1[C@@H](OC(=O)NCc2ccc(Cl)cc2)CC[C@@]23CCCN2C(=O)CCC[C@@H]13	-3
COc1cccc(-n2c(SC)nnc2-c2cnccn2)c1	-1
N=c1c(S(=O)(=O)c2ccc(Cl)cc2)cc2c(=O)n3ccccc3nc2n1CCc1ccccc1	1
O=C(Cn1c(=O)cnc2ccccc21)NNC(=O)c1ccc(Cl)cc1	0
CCOC(=O)c1ccc(NC(=O)c2ccccc2C)cc1	-1
C/C(=N\OC(=O)c1ccc(F)cc1)c1nccs1	1
O=C(COC(=O)c1ccc(Sc2ncn[nH]2)c([N+](=O)[O-])c1)Nc1cccc(Cl)c1F	-4
Cn1c(SCC(=O)Nc2ccc(Cl)cc2)nc(O)cc1=O	2
O=C(C1=C[C@@H](c2ccc(Br)cc2)C[C@@H](OCCCCO)O1)N1CCN(Cc2ccccc2)CC1	-2
CN(C)C(=O)CSc1nnc(CCNC(=O)OC(C)(C)C)o1	1
CCOC(=O)c1sc(=NC(=O)c2ccccc2)n(C)c1C	-2
CC(C)CCn1nnnc1C(c1ccc(F)cc1)N1CCN(C(=O)c2ccco2)CC1 (stereo not drawn)	7
Cc1ccc(S(=O)(=O)CCC(=O)OCc2nnc(-c3ccccc3Br)o2)cc1	-1
O=C(NC1CCSc2ccccc21)c1ccc(C(F)(F)F)cc1 (stereo not drawn)	2
O=C(COC(=O)c1ccncc1)Nc1cccc(Cl)c1	1
CC(C)c1ccc(CN(C(=O)c2ccco2)C2CCS(=O)(=O)C2)cc1 (stereo not drawn)	5
CC(C)(C)c1ccc(-c2nnc(SCc3cccc4ccccc34)n2Cc2ccco2)cc1	6
Oc1ccccc1-c1nc(NCC2CCCO2)c2ccccc2n1 (stereo not drawn)	3
CCOC(=O)c1c(NC(=O)c2nn(CC)cc2Br)c(C#N)nn1-c1ccccc1	-1
CN1C=CC=C/C1=C1\SC(=S)N(c2ccccc2)C1=O	-3
Cc1ccc(-c2nc3ccc(C)cn3c2Cc2ccsc2)cc1	-4
COc1ccccc1C(=O)NC1CCCCN(Cc2ccccc2C)C1=O (stereo not drawn)	1
COc1cc(CNCCc2ccc(S(N)(=O)=O)cc2)ccc1OCC(=O)NC(C)(C)C	3
O=S(=O)(/N=C(/Nc1cc(N2CCOCC2)ncn1)c1ccc(F)cc1)c1ccccc1	10

Marked active in TbREL1 inh, of those listed so far:
SMILES	TbREL1 inh
O=C(O)c1ccccc1-c1ccccc1C(=O)Nc1cccc(Br)c1	11*

More results
SMILES	TbREL1 inh
C(=C\c1nc(-c2ccncc2)no1)/c1ccccc1	3
O=C(COc1ccc(S(=O)(=O)Nc2ccccc2)cc1)NCc1ccncc1	4
COc1ccc(C)cc1NC(=O)CN(c1ccccc1F)S(C)(=O)=O	-1
COc1ccc(C2=CSC3=NCCN23)cc1F	-5
COC(=O)c1cc(C(=O)OC)n(Cc2ccc(Br)cc2)n1	-1
COc1ccc2c(c1)c1nc3ccccc3nc1n2CC(=O)OC(C)C	1
CCCCN(Cc1ccccc1)S(=O)(=O)c1cc2c(cc1Br)CC(C)N2C(C)=O (stereo not drawn)	5
CCCCn1c(N)c(N(CCC(C)C)C(=O)c2[nH]c(C)c(C(=O)OCC)c2C)c(=O)[nH]c1=O	-2
Nc1nc(N)nc(-c2ccc(Cl)c(Cl)c2)n1	5
COCCNc1nc(C)cc(-c2cc(C(=O)NCc3ccccc3)on2)n1	0
COc1cc(Br)c(CC(=O)NC2CC2)cc1OC	8
CCOC(=O)c1c(CN2CCCCC2)oc2ccc(OC)cc12	-2&-3
O=S1(=O)c2ccc(N3CCCC3)cc2Oc2ccccc2CN1Cc1cn(Cc2cccc(F)c2)nn1	11
Cc1ccc(Nc2cc(Cl)nc(N)n2)c([N+](=O)[O-])c1	1
O=C(NCC1(N2CCCCC2)CCCCC1)c1ccc(NS(=O)(=O)c2ccccc2)cc1	0
CCOC(=O)c1oc2ccc(Cl)cc2c1NC(C)=O	1
Cc1ccc(-n2c(SCC(=O)N3CCOCC3)nc(O)cc2=O)cc1	0
COc1cc2c(cc1O)[C@@H]1Cc3cc(OC)c(OC)cc3C(C2)N1C	1
Cc1n[nH]c(C)c1S(=O)(=O)N1CCCC(C(=O)NCC2COc3ccccc3O2)C1 (stereo not drawn)	1
O=S(=O)(Oc1ccc(Cl)cc1)c1cccc2cccnc12	4
Cc1cc(NC(=O)CSc2nnc(COc3ccccc3)o2)no1	2
O=C(c1ccco1)N1CCN(Cc2ccc(Cl)cc2)CC1	4
Cc1ccn2c(=O)nc(SCC(=O)Nc3ccc4c(c3)OCO4)nc2c1	3
CSc1ccc(S(=O)(=O)N2CCC(C(=O)NCc3ccccn3)CC2)cc1	-5
O=C(CCc1ccccc1)NC(=S)Nc1ccc2c(c1)C(=O)OC2	-1

Structural class, the entries above containing fluorine.
SMILES	TbREL1 inh
O=C(Nc1ncnc2sc3c(c12)CCCCC3)c1ccc(F)cc1	3
O=C(O)CCCC(=O)Nc1nc(-c2ccc(F)cc2)cs1	2
Fc1ccc2c(c1)[C@H]1OCC[C@H]1[C@@H](c1ccco1)N2	-1
CCNc1nc(C#N)nc2c1ncn2-c1cc(F)cc(F)c1	3
CCOC(=O)c1ccc(CNC(=O)C2CCCCC2C(=O)OCC(F)(F)F)o1 (stereo not drawn)	-1
CCCCC(=O)NC1(C(F)(F)F)C(=O)Nc2c1c(=O)[nH]c(=O)n2Cc1ccco1 (stereo not drawn)	2
C/C(=N\OC(=O)c1ccc(F)cc1)c1nccs1	1
O=C(COC(=O)c1ccc(Sc2ncn[nH]2)c([N+](=O)[O-])c1)Nc1cccc(Cl)c1F	-4
CC(C)CCn1nnnc1C(c1ccc(F)cc1)N1CCN(C(=O)c2ccco2)CC1 (stereo not drawn)	7
O=C(NC1CCSc2ccccc21)c1ccc(C(F)(F)F)cc1 (stereo not drawn)	2
O=S(=O)(/N=C(/Nc1cc(N2CCOCC2)ncn1)c1ccc(F)cc1)c1ccccc1	10
COc1ccc(C)cc1NC(=O)CN(c1ccccc1F)S(C)(=O)=O	-1
COc1ccc(C2=CSC3=NCCN23)cc1F	-5
O=S1(=O)c2ccc(N3CCCC3)cc2Oc2ccccc2CN1Cc1cn(Cc2cccc(F)c2)nn1	11
